Source: PubChem BioAssay
Platelet DG rel – modulates dense granule release in human platelets; human platelet-rich plasma, SFLLRN dense granule ATP release, luminescence; inhibition, %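 (compounds screened at 7.5 µM in platelet-rich plasma)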; 300,000 tested, 0.22% active; AID 1663;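 active means mean replicate score, as percent of positive control, at or above 50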
HSF1 inh – HSF1 inhibition; AID 2098; activity change, negative = inhibition, % at 7.5 µM (by protocol); 300,000 tested, 0.77% active; NIH3T3-HGL HSE-luciferase, MG132-induced, luminescence 8 h; active compounds read low;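 active means more than half of replicate wells show activity change below -50%, luminescence cut by over half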;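 further: luciferase reports HSF-1 transcriptional activity via heat shock element; 0% = median of DMSO wells and -100% = zero luminescence signal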
KLF5 inhibitor – inhibitors of KLF5 expression; inhibition, % at 5 µM; 290,000 tested, 0.23% active; DLD-1 KLF5 promoter-luciferase reporter, luminescence;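 active means inhibition above a per-plate limit of that plate's mean compound inhibition plus 3 SD, cut at about 60% in these data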;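 further: 0% = DMSO wells and 100% = LY294002 at 200 µM; higher means less KLF5 promoter-driven luciferase light; inactives centre near -14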
HSP90 inh – HSP90 refolding inhibition in rabbit reticulocyte lysate. 290,000 tested, 0.91% active. luciferase refolding luminescence, 3 h. inhibition, % at 5.6 µM;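 active means inhibition above the screen-wide mean plus 3 SD, computed separately per campaign, cut at about 16% in these data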;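 further: 0% = DMSO wells and 100% = 60 µM geldanamycin wells; inhibitors lower the luminescence because luciferase stays unfolded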
DYRK1A inh – Dyrk1A (rat) kinase inhibition; Q63470; AID 504441; 310,000 tested, 0.43% active; ADP-Glo luminescence, NFATc1 peptide; inhibition, % at 12.5 µM; in the data active means inhibition above about 50%;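 further: plate controls were vehicle with enzyme for no effect and no enzyme for full effect; many of its hits are not listed in these tables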
GSK3beta inhib – blocks human GSK3beta kinase activity. GST-GSK3beta kinase, ADP-Glo luminescence, 60 min; active compounds read low. activity score (negative = inhibition), % at 10 µM. 300,000 tested, 0.038% active;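 active means more than half of replicate wells score below -50%, meaning over 50% inhibition versus plate controls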;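 further: 0% = median DMSO wells and -100% = median GW8510 positive control wells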
Target sequence (P49841 whole entry, looked up): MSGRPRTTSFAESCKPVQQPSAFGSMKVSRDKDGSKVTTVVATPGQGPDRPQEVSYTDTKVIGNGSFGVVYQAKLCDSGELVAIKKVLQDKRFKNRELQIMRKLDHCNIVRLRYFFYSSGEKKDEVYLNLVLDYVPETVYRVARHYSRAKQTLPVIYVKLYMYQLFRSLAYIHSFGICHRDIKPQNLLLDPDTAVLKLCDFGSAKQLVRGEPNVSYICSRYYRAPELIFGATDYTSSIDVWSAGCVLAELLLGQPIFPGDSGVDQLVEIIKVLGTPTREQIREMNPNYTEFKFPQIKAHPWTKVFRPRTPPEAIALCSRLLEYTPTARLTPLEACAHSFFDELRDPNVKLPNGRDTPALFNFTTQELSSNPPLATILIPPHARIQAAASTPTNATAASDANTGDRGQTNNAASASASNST
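Assay system: GST-tagged human GSK3beta kinase, cell-free; Input: 1.6 ng GSK3beta; Medium: Tris/MgCl2 kinase buffer; Timing: 60 min enzyme reaction, room temperature; Signal: ADP-Glo luminescence quantifying ADP generated by kinase; Evaluation: score relative to plate controls; Benchmarks: DMSO neutral wells and GW8510 at 20 µM as positive.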
HSF-1 act – increases HSF-1 driven luciferase reporter signal; AID 504408; activation, % at 9 µM; NIH3T3-HGL HSF-1 luciferase reporter, MG132, 8 h; 100% = twice DMSO control signal; 300,000 tested, 1.7% active;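 active means mean replicate activation of at least 50% with a set share of replicates each reaching 50%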;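 further: 0% = median of the neutral control wells and 100% = twice that signal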
aSyn UTR inh – 5' untranslated region of α-synuclein, MLPCN primary screen. 300,000 tested, 0.82% active. AID 1813. alpha-synuclein 5'UTR reporter, inhibitor activity. inhibition, % (tested at 7.5 µM); in the data active means inhibition above about 60%;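 further: H4 neuroglioblastoma cells stably carrying SNCA 5'UTR luciferase fusion; 0% = DMSO wells and 100% = positive control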
IEC-6 cytotox – kills IEC-6 intestinal cells in KLF5 counter-screen; IEC-6 cytotoxicity, luminescence viability; inhibition, % at 5 µM; 290,000 tested, 0.78% active; in the data active means inhibition above about 22%;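 further: 0% = plate median of test compound wells and 100% = cytotoxic reference compound wells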
GSK3 alpha inh – blocks human GSK-3 alpha kinase | P49840 | ADP-Glo luminescence, 60 min | inhibition, % at 10 µM | 320,000 tested, 0.1% active | AID 2650;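 in the data active means inhibition above about 50%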;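 further: GST-tagged GSK-3 alpha with peptide substrate and 25 µM ATP; 0% = DMSO neutral wells and 100% = GW8510 positive control wells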
Target sequence (P49840 whole entry, looked up): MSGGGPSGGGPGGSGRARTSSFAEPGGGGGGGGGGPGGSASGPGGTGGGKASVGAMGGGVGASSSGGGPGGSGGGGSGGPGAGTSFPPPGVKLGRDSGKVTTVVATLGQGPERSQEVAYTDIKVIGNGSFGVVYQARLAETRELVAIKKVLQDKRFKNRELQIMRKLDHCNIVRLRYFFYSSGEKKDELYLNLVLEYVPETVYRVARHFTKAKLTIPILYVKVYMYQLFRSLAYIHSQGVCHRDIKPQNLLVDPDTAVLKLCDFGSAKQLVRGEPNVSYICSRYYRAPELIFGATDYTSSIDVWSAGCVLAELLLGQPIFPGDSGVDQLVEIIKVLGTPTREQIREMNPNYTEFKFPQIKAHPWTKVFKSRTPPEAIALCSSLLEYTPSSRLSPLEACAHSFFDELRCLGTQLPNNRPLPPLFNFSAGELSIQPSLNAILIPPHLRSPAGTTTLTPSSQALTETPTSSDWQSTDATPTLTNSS
* hit, by the source's call; / = no result given. An excerpt; count on the stated rates, not on these rows.

Value order: Platelet DG rel	HSF1 inh	KLF5 inhibitor	HSP90 inh	DYRK1A inh	GSK3beta inhib	HSF-1 act	aSyn UTR inh	IEC-6 cytotox	GSK3 alpha inh
Clc1ccc(C2=CC(c3ccco3)n3ncnc3N2)cc1 (stereo not drawn)
    -7	-3	-15	-2	6	-2	-2	-28	3	-1
COc1ccccc1N1CCN(C(=O)C2CCC(CNS(=O)(=O)c3ccc(NC(C)=O)cc3)CC2)CC1 (stereo not drawn)
    0	-4	-41	-4	7	1	4	-18	8	-2
CN1C2C=C(N(CCc3c[nH]c4ccccc34)C(=O)c3ccc(Cl)cc3)CC1CC2 (stereo not drawn)
    5	-3	18	-2	3	-5	-2	-11	-2	2
NC(=O)c1ccsc1NC(=O)COC(=O)/C=C/c1ccc([N+](=O)[O-])cc1
    -2	2	-41	2	-4	0	12	-28	2	-3
O=C(Nc1ccc2c(c1)OCO2)NC1CCN(Cc2ccccc2)CC1
    20	9	-22	-1	0	-1	1	-20	-1	1
CC(C)(C)C(=O)Nc1ccc(-c2nc3ccccc3c(=O)o2)cc1
    12	0	-37	-2	-1	2	7	-17	-4	1
CCOC(=O)c1ccccc1NC(=O)Cn1cnc2c(oc3ccccc32)c1=O
    -13	6	-5	4	1	4	20	11	-1	0
COc1cc(C(=O)NCCOc2ccccc2C)cc(OC)c1OC
    -2	1	0	0	-3	2	-22	6	4	-2
COc1ccc(C)cc1NC(=O)CCNS(=O)(=O)c1cccc(C(F)(F)F)c1
    -1	7	8	-7	1	8	8	13	-4	4
CCc1cc(=O)oc2cc(OCC(=O)O)c(Cl)cc12
    -6	-2	-27	5	-2	3	-21	18	1	0
COc1ccc(N2CCN(Cc3cc(=O)oc4cc(C)c(Cl)c(C)c34)CC2)cc1
    7	4	-4	1	-9	1	1	30	-2	2
CCOc1cc(/C=N/N2CCOCC2)ccc1OCc1ccc(C(=O)OC)o1
    -3	-4	-30	5	1	0	16	6	2	0
Cc1cccc(CCNC(=O)CC2C(=O)NCCN2Cc2ccccc2C)n1 (stereo not drawn)
    -9	-7	-15	0	-6	5	-10	1	-3	0
CC(C)CNC(=O)COC(=O)/C=C/c1ccccc1[N+](=O)[O-]
    4	-1	-1	3	-6	-32	13	1	-10	-4
CN(c1ccccc1)c1nc(N)c([N+](=O)[O-])c(Nc2ccccc2F)n1
    0	-9	-15	6	0	0	7	20	0	-2
CC(NC(=O)NNC(N)=S)(C(F)(F)F)C(F)(F)F
    4	0	0	3	-3	3	3	-26	4	1
O=C(NCC1CCCO1)C1CC(=O)N(c2ccc(Cl)cc2)C1 (stereo not drawn)
    6	-13	-39	1	-5	-4	-7	-11	-2	0
O=C(COC(=O)CNC(=O)c1cccc(F)c1)NCCC1=CCCCC1
    -2	3	-32	-1	-7	-2	20	3	-1	0
CCCNc1c(NS(=O)(=O)c2cccs2)c(=O)oc2ccccc12
    -6	-3	2	-6	2	-1	3	19	-1	-4
O=C(NCCCN1CCOCC1)C1Nc2ccc(OC(F)(F)F)cc2C2C=CCC12 (stereo not drawn)
    -3	0	/	/	12	1	-9	17	/	2
Cc1nn(Cc2c(Cl)cccc2Cl)c(C)c1NC(=O)c1cc(C(C)C)on1
    -1	0	29	1	8	3	4	23	0	0
CC(C)(C)NC(=O)C(c1ccco1)N(Cc1ccc2c(c1)OCO2)C(=O)c1snc(C(N)=O)c1N (stereo not drawn)
    13	14	-5	-2	-7	3	0	-11	-8	1
COC(=O)c1cc(OC)c(OC)cc1NCC(=O)Nc1ccc(C)cc1
    -1	/	-2	6	-3	0	/	17	15	/
CCCC(=O)N1CCN(c2ccc([N+](=O)[O-])c(NC(C)c3ccccc3)c2)CC1 (stereo not drawn)
    -12	2	-3	3	14	2	13	-9	-5	1
Brc1cccc(CNCc2cccs2)c1
    5	7	-21	-3	-2	2	0	-9	4	-1
COc1ccc(NS(=O)(=O)c2cc(NC(=O)c3cccc(OCc4c(C)noc4C)c3)ccc2OC)cc1
    -11	18	-3	4	-5	0	57*	26	7	-4
Cc1cccn2c(=O)c(C=Nc3ccccc3)c(NCCO)nc12
    -1	-6	8	4	7	-2	0	-29	2	11
CC1CC(CCC(=O)NC(=S)Nc2ccc(S(N)(=O)=O)cc2)C(=O)O1 (stereo not drawn)
    4	3	-8	0	-3	-2	8	0	0	-1
O=C(Cn1ccc2ccccc2c1=O)NCCC(=O)Nc1ccc2c(c1)OCCO2
    -2	-15	-21	0	-5	-5	-21	-14	-6	-4
N#CC1(NC(=O)CSc2nnc(-c3ccccc3F)n2N)CCCCC1
    -8	-1	/	/	-3	2	-5	-5	/	-3
O=C(CN1C(=O)NC(c2ccccc2)(c2ccccc2)C1=O)Nc1ccc2[nH]c(=O)[nH]c2c1
    1	9	-7	2	1	-1	14	-1	-6	0
CCOC(=O)CN(C(=O)CSc1nnc(-c2ccncc2)n1CCCOC)c1ccccc1
    5	0	-10	1	-3	1	-10	-20	0	0
CN(CC(=O)Nc1ccccc1Cl)C(=O)CSC(=S)N1CCCC1
    2	9	/	/	18	4	25	0	/	-2
Cc1cccc(NNC(N)=S)c1
    1	8	-41	-5	-10	1	-5	10	-3	-1
O=C(NCc1ccccc1F)Nc1ccc([N+](=O)[O-])cc1
    4	7	2	-3	4	0	18	-54	1	0
CCN(CC)C(=O)CSc1nc2c(sc(=S)n2-c2ccccc2)c(=O)n1Cc1ccco1
    -7	43	-9	-2	0	-5	67*	14	-4	0
CN(C)/N=C/C=C1\CC/C(=C\c2ccc(F)c(F)c2)C1=O
    2	1	/	/	2	0	0	-38	/	0
O=C1c2ccccc2C(=O)N1Cc1cc(-c2ccccc2Cl)no1
    2	8	0	-1	3	1	10	15	-3	-3
Cc1ccc(NC(=O)NC(=O)CSc2nnnn2C)c(C)c1
    5	/	-6	1	1	-3	/	/	2	-1
C/C(=N/N1CCN(Cc2ccccc2)CC1)c1ccc(Br)cc1
    -2	-4	-24	-4	-2	-1	-16	0	-4	-3
CN1CCc2c(sc(/N=C/c3cc(C(C)(C)C)ccc3O)c2C#N)C1
    -5	-47	0	7	-4	2	-62	8	-1	1
O=C(COc1cccc(C(F)(F)F)c1)Nc1cccnc1
    2	3	-2	2	-3	-3	6	1	-1	4
CCN(CC)S(=O)(=O)c1cccc(C(=O)OCC(=O)NC(C)c2ccccc2)c1 (stereo not drawn)
    0	3	12	3	-2	3	10	11	2	-3
CCCCN1Cc2cc(C(=O)c3cc(OC)ccc3O)cnc2NC1=O
    /	9	-17	-1	-3	-1	26	2	0	1
CCCSC1=C(C#N)C(c2ccc(OC)cc2)C2=C(CC(C)(C)CC2=O)N1 (stereo not drawn)
    10	10	-16	-3	1	2	10	14	9	-2
CCCCn1c(=N)n(CC(=O)O)c2ccccc21
    -3	-4	-16	0	2	-1	-1	3	-10	0
COc1ccc(N(CC(=O)NC2CCCCC2)C(=O)CNC(=O)c2ccco2)c(OC)c1
    0	-10	8	2	1	2	4	5	10	1
COc1cc2c(cc1OC)C(c1ccc(Br)cc1)NCC2 (stereo not drawn)
    -12	-4	/	/	/	-2	13	63*	/	0
CC(C)(C)OC(=O)CN1c2cccc3cccc(c23)S1(=O)=O
    4	-5	-12	-3	10	3	-14	11	1	0
Cc1c(-c2nc(-c3ccncc3)no2)cccc1[N+](=O)[O-]
    7	12	-12	-1	1	1	26	-34	6	-1
C/C(=N\NC(=O)C1CC1)c1ccc(N2CCOCC2)cc1
    32	-2	0	5	4	-1	-16	9	5	1
COc1ccc(C(=O)N2CCN(c3cccc(Cl)c3)CC2)c(OC)c1
    12	-16	7	1	-6	3	-9	2	9	-1
COc1ccc(NC(=O)Cc2c(F)c(F)c(F)c(F)c2F)cc1OC
    -1	-6	28	4	-5	1	2	6	6	-1
Cc1ccc(CNC(=O)C2CCC(=O)N2Cc2ccccc2Cl)cc1 (stereo not drawn)
    15	-2	5	4	0	1	1	-3	1	-1
NC(=O)C[n+]1ccc(/C=N/O)cc1
    -1	-5	-8	-3	-4	0	5	9	-5	-1
COc1ccc(S(=O)(=O)Nc2ccc(S(=O)(=O)N3CCCCC3)cc2)cc1OC
    -1	7	-36	4	-1	3	2	-2	9	-2
CCOC(=O)c1cn(-c2ccc([N+](=O)[O-])cc2)c2cc(Cl)c([N+](=O)[O-])cc2c1=O
    -1	-2	-30	-4	-2	2	-3	-110	-2	-2
O=C(CN1C(=O)C2C3C=CC(C3)C2C1=O)Nc1nncs1 (stereo not drawn)
    1	2	6	3	-3	1	6	5	0	-1
O=C(NC1=NCCS1)c1ccccc1F
    0	-2	/	/	/	0	19	-25	/	1
Cc1cc(C(=O)CSc2nnc(-c3ccc(Cl)cc3)n2CC2CCCO2)c(C)n1C (stereo not drawn)
    -1	-1	1	-1	5	0	-19	0	4	-3

The results go on.
Value order: Platelet DG rel	HSF1 inh	KLF5 inhibitor	HSP90 inh	DYRK1A inh	GSK3beta inhib	HSF-1 act	aSyn UTR inh	IEC-6 cytotox	GSK3 alpha inh
O=C(NCc1ccco1)C(=O)c1cn(CC(=O)N2CCCC2)c2ccccc12
    /	/	-25	1	/	-26	/	/	-4	0
COc1ccc(CCNC(=O)CCCCC(=O)NCCc2ccc(OC)cc2)cc1
    -2	1	-33	-1	1	-2	-7	-8	-7	-1
COc1ccc(CN(CC(=O)NC2CCCC2)C(=O)CN2C(=O)COc3ccccc32)cc1
    9	-3	-17	-3	-7	1	0	8	-4	-1
COC(=O)Cn1cc(/C=N/NC(=O)COc2cccc3cccnc23)c2ccccc21
    -31	-20	-24	-1	-3	15	7	-21	6	1
COCCCNC(=O)CC(C)c1ccccc1 (stereo not drawn)
    6	-1	22	4	0	-3	-1	3	10	1
CC(=O)c1cccc(NC(=O)c2ccc(OC3CSC3)cc2)c1
    -1	4	-28	4	5	1	10	-41	2	-2
CCCCCCC(=O)Nc1ccc(Br)cn1
    0	/	-50	0	5	-3	/	-62	1	1
CC(C)CCN1C(Nc2ccccc2)=NC[C@@H]1C
    0	-5	2	-2	-15	-7	-12	12	2	-2
CCOC(=O)CCNCC1COc2ccccc2O1 (stereo not drawn)
    -14	9	-34	-2	-5	3	-3	7	1	-1
c1ccc(-c2nc(Sc3ncnc4c3cnn4-c3ccccc3)n[nH]2)cc1
    0	6	-22	3	/	0	0	-47	-1	10
COc1ccc(Cl)cc1C(=O)N1CCN(Cc2ccc3c(c2)OCO3)CC1
    5	-5	-30	0	-4	-2	-13	-9	-1	2
O=C(C(=O)N1CC=C(c2ccccc2)CC1)c1c[nH]c2ccccc12
    14	13	-14	0	-4	2	19	3	-2	-2
OCC(CO)(CO)NCc1ccc(-c2ccccc2)cc1
    4	-6	25	2	-10	-2	1	4	-5	0
COc1cccc(NC(=O)CCS(=O)(=O)c2ccc3c(c2)oc(=O)n3C)c1
    -4	-2	-28	-3	0	0	3	8	-1	-1
